TAAR1 ag: human TAAR1 agonism; Q96RJ0; CHO RD-HGA16 TAAR1, Fluo-8 calcium fluorescence; vehicle wells 0%, saturating PEA agonist 100%; activation, % at 3 µM; 0.99% of 360,000 active; AID 624467;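 active = activation above the mean activation of all test compounds in the run plus 3 SD, cut at about 38% in these data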
Target sequence (Q96RJ0 whole entry, looked up): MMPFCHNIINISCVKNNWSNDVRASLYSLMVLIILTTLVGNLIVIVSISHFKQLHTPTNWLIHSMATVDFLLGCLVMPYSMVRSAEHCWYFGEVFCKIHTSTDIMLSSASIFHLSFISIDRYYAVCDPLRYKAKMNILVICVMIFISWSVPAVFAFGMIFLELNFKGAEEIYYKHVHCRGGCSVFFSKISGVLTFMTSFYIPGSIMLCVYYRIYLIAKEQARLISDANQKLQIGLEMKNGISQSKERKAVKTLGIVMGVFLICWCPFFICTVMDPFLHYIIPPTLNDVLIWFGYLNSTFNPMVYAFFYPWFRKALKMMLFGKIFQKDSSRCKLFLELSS
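Assay system – CHO-derived RD-HGA16 cells with stable Gα16 and human TAAR1 · Compound dosing – one-point dosing at 3 µM (nominal) · Incubation – 17-24 h seeding, 75 min 37 °C dye, 30 min RT · Measured by – kinetic Fluo-8 calcium fluorescence · Control set – DMSO vehicle as 0%, PEA at EC100 as 100% · Repeats – single well for each compound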
CHO parental Ca: signal in parental CHO cells, OX1R antagonist counter-screen | parental CHO-K1, ATP-induced calcium, Fluo-8 fluorescence | inhibition, % at 5.6 µM | 0.63% of 330,000 active;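 active = inhibition above that plate's mean sample inhibition plus 3 SD, cut at about 26% in these data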;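 also: 0% = ATP-challenged DMSO wells and 100% = DMSO wells without ATP; some compounds past the cut are filed as inactive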
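Material: Parental CHO cells | Reagent: ATP | Compound dosing: Single nominal dose of 5.6 µM per compound | Detection: Intracellular calcium via Fluo-8 no-wash fluorescent dye | Read-out: % inhibition of ATP-induced calcium mobilization | Benchmarks: Low control ATP plus DMSO, high control DMSO only | Replicates: Singlicate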
TAAR1 antag: antagonists of human TAAR1 | CHO RD-HGA16 TAAR1, Fluo-8 calcium fluorescence, antagonist | Q96RJ0 | AID 624466 | inhibition, % at 3 µM | 1.5% of 360,000 active;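 active = inhibition above a per-plate cutoff, the mean inhibition of test compounds on that plate plus 3 SD, cut at about 49% in these data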;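 also: 0% = DMSO plus EC80 beta-PEA response and 100% = DMSO alone without agonist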
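Material: RD-HGA16 CHO cells with stable hTAAR1 and Gα16; Dosing: single nominal final test compound concentration of 3 µM; Schedule: seeding 17-24 h prior, 75-min 37 °C, 30-min RT dye loading; Detection: kinetic Fluo-8 calcium fluorescence measurement; Measure: % inhibition from peak post-agonist over basal fluorescence ratio; Benchmarks: vehicle and agonist controls.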
CHRM1 antagonist: antagonists of human M1 muscarinic receptor. CHO-K1 hM1, Fluo-8 calcium fluorescence, ACh EC80 antagonist. inhibition, % at 3 µM. P11229. AID 588852. 1.3% of 360,000 active;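 active = percent inhibition above its own plate's cutoff, namely the mean of that plate's compound wells plus 3 SD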;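 also: peak over basal fluorescence ratio during 140 s after agonist addition; 0% = ACh EC80 plus DMSO and 100% = DMSO alone without agonist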
Target sequence (P11229 whole entry, looked up): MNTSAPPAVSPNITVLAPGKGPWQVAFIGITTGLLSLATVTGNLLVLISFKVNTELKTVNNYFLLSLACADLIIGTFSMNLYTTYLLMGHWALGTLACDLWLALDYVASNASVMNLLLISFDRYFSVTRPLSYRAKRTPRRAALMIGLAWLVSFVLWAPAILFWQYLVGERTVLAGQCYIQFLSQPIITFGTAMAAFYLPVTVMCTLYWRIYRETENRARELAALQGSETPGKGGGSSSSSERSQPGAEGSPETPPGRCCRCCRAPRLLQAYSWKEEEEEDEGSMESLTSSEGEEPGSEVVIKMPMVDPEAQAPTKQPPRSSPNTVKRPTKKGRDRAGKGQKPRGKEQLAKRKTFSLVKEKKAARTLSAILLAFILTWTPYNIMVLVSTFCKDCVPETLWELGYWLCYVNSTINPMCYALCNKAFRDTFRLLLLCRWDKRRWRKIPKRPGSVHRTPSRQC
CHO-K1 Ca PAM: nonselective activator or artifact in parental CHO-K1 calcium assay | ATP EC20, Fluo-8 calcium fluorescence; 0% at ATP EC20, 100% at ATP max | activation, % at 3 µM | 0.02% of 360,000 active;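 active = activation above the run cutoff, the mean activation of all test compounds plus 3 SD, cut at about 40% in these data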;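 also: peak over basal fluorescence ratio in a 140 s read after ATP addition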
OXTR potentiator: potentiates the human oxytocin receptor response; 0.061% of 320,000 active; CHO-OTR cells, Fluo-8 calcium fluorescence, potentiator mode; 0% = oxytocin EC15, 100% = EC100; P30559; activation, % at 3 µM;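 active = activation above that plate's cutoff, the mean activation of tested compounds plus 3 SD, cut at about 6.6% in these data, passing the limit was not always enough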;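 also: 100% uses oxytocin at 75 nM as the full agonist control; some results filed as inactive read as strong as hits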
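test system = CHO-OTR cells, human receptor | compound = single-point 3.0 µM | schedule = 6 min compound pre-incubation at room temperature, 100 s kinetic read | signal = Fluo-8 no-wash calcium dye fluorescence, excitation 470-495 nm, emission 515-575 nm | repeats = single well per compound, singlicate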
CHO-K1 Ca antag: nonselective inhibitor or artifact in parental CHO-K1 cells; ATP-induced calcium, Fluo-8 fluorescence; inhibition, % at 3 µM; 0.6% of 360,000 active;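 active = inhibition above a per-plate cutoff, the plate's mean sample inhibition plus 3 SD, cut at about 24% in these data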;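 also: 0% = DMSO plus EC80 ATP and 100% = DMSO alone without ATP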
M1 ag: human M1 muscarinic receptor agonism; CHO-K1 hM1, Fluo-8 calcium fluorescence, agonist mode; 0% DMSO, 100% acetylcholine EC100; 0.33% of 360,000 active; activation, % at 3 µM; P11229;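 active = activation above the run's mean compound activation plus 3 SD, cut at about 16% in these data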;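 also: peak over basal fluorescence ratio within a 140 s kinetic read after compound addition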
M1 ag parental: nonselective activator or artifact in parental CHO-K1 cells | Fluo-8 calcium fluorescence; scaled to maximal ATP response, vehicle zero | activation, % at 3 µM | 0.48% of 360,000 active; in the data active = activation above about 15%;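 also: untransfected CHO-K1 host cells lacking M1 receptor as counterscreen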
* hit, by the source's call; nt = not tested or not shown.

SMILES	TAAR1 ag	CHO parental Ca	TAAR1 antag	CHRM1 antagonist	CHO-K1 Ca PAM	OXTR potentiator	CHO-K1 Ca antag	M1 ag	M1 ag parental
COc1cccc(NC(=O)CN(C)C(=O)/C=C/c2ccc(S(=O)(=O)N3CCCCCC3)cc2)c1	4	nt	-8	-2	-2	nt	-1	-1	5.3
C(=N\N(c1ccccc1)c1ccccc1)/c1ccccn1	-1	-14	15	-25	12	-5	-14	-8	-0.9
COc1ccccc1N(CC(O)COc1ccccc1)S(=O)(=O)c1ccccc1 (stereo not drawn)	4	-11	-5	-7	4	-5	-10	-6	0.5
CC(C)NC(=O)c1ccc(COc2cc(Cl)ccc2Cl)o1	-2	-19	-3	-12	3	-4	-17	-5	4.4
Cc1ccc(NS(=O)(=O)c2cc(C(=O)N3CCN(C)CC3)ccc2C)cc1	-2	3	11	-16	21	-2	1	-5	0.8
O=C(COc1ccc(F)cc1)Nc1nnc(S(=O)(=O)N2CCCC2)s1	3	-9	-11	-2	-2	-5	0	-1	0.9
COc1ccc(C)cc1NC(=O)CO/N=C(\N)CC(=O)NC1CCCCC1	-1	-1	0	0	7	-8	-6	-2	0.3
CCOC(=O)CNC(=O)CSc1nc(NCc2ccccc2)nc(N(C)C)n1	2	-16	1	-9	20	-15	-4	-2	2.8
O=Cc1c(Nc2cccc(C(F)(F)F)c2)nc2ccccn2c1=O	2	-14	-7	3	-7	-10	-7	-4	0.9
Cc1ccc(/C=N/NC(=O)CCCOc2ccc(Cl)cc2Cl)cc1	0	-23	-16	-11	25	-10	-6	-11	11
Cc1ccc(C(=O)Nc2ccc(NC(=O)c3cccs3)cc2)cc1[N+](=O)[O-]	7	-14	-2	-3	0	-6	-7	0	1.6
COc1ccc(NC(=O)N(C)C[C@H]2Oc3ccc(NC(=O)Nc4c(C)noc4C)cc3C(=O)N([C@H](C)CO)C[C@H]2C)cc1	6	-6	5	1	8	3	-13	-7	1.1
CCN1CCN(S(=O)(=O)CC2(C)C3CCC2(C)C(=O)C3Br)CC1 (stereo not drawn)	2	-23	-15	8	1	-8	-6	-7	0.3
Cc1ccccc1NS(=O)(=O)c1cc(C(=O)Nc2cccnc2)ccc1C	13	-26	38	3	2	-7	-9	-1	4.7
CCOC(=O)C1=C(C#N)C(C(=O)OCC)c2ncccc21 (stereo not drawn)	1	nt	-20	-1	15	nt	7	6	0.7
COCc1cc(C)n(CC(=O)Nc2ccccc2OC)c(=O)c1C#N	11	-3	-15	8	8	-4	-6	-2	-0.2
COCCNC(=O)C(c1ccc(F)cc1)N(Cc1ccco1)C(=O)CCC(=O)Nc1ccccn1 (stereo not drawn)	2	-15	-21	-11	-17	-1	-10	-1	0.4
COc1ccc(NC(=O)c2c(NC(=O)CNCc3ccco3)sc3c2CCC3)c(OC)c1	-3	-11	8	1	3	-12	0	-2	0.2
COc1ccc(C(=O)NCc2nnc(SCC(=O)Nc3nc4ccccc4s3)o2)cc1	1	-18	-3	-3	12	-3	1	-8	-0.1
CC/C(=N\O)c1ccc(O)c(OC)c1	2	-11	-19	-6	-3	5	-8	-7	0.1
O=C(NC(=S)Nc1ccccc1Cl)c1csnn1	0	-15	-25	0	1	-10	-12	-7	-0.1
O=C(NCCCn1ccnc1)c1nn2c(C(F)(F)F)cc(-c3ccc(Br)cc3)nc2c1Cl	4	-18	-27	-16	13	-9	-14	-11	-1.1
Cc1ccc(S(=O)(=O)N2CCN(CCNC(=O)C(=O)NCc3ccccc3)CC2)cc1	-2	-6	-14	-15	15	-1	-9	-5	0.5
O=C(Cc1sc(-c2ccccc2Cl)nc1-c1ccccc1)Nc1ccc(F)cc1	2	-3	-16	-13	1	2	-2	2	-0.1
CCCCc1c(O)nc(SCC(=O)N2CCCCC2)[nH]c1=O	12	-5	-1	-4	4	-1	-7	4	-0.3
O=C(Nc1nnc(CSCc2ccc(F)cc2)s1)c1ccc([N+](=O)[O-])cc1	3	-2	-5	-1	8	-9	1	-1	5.7
O=C(/C=C/c1cccs1)NNC(=O)c1cccc([N+](=O)[O-])c1	2	-6	-34	-3	20	-2	-16	1	0.5
Cc1ccc(OCC(=O)Nc2ccc(-c3nnc(-c4ccco4)o3)cc2)cc1	0	-22	8	-10	1	-1	11	-1	0.0
O=C(Cn1nc(-c2ccc(F)cc2)ccc1=O)Nc1ccc(C(=O)NC2CC2)cc1	4	-8	-5	-11	4	-4	-1	1	-0.1
O=C1CCCN1c1ccc(S(=O)(=O)N2CCN(c3ccccn3)CC2)cc1	13	-11	-7	-16	5	-1	-6	0	0.2
CN(C)C(CNC(=O)c1ccc(C(=O)c2ccccc2)cc1)c1ccccc1 (stereo not drawn)	9	-40	7	-6	13	-6	-15	-10	2.0
CC(=O)Nc1cccc(-c2ccnc3c2CC(C(=O)Nc2ccc(C(C)C)cc2)O3)c1 (stereo not drawn)	5	nt	30	-11	2	nt	-6	-1	1.2
CC(=O)NC(=S)Nc1cccc2ccc(C)nc12	23	7	-11	-3	-13	-3	9	-6	0.5
Cn1c(N)c(N2CCCCC2)c(=O)n(CC(=O)Nc2ccc(Cl)c(Cl)c2)c1=O	5	-11	-6	9	-4	-5	9	-1	0.1
Cc1ncoc1C(=O)N1CCc2c([nH]c3ccccc23)C1C(C)(C)C (stereo not drawn)	3	-16	-17	-16	8	2	-13	-4	-0.6
CCOC(=O)CSC1=C(C#N)C(c2sccc2C)C(C(C)=O)=C(C)N1 (stereo not drawn)	-2	-9	17	-6	11	-4	-6	-10	4.6
CCc1c(C)nc(N2CCOCC2)[nH]c1=O	-1	-4	7	-14	0	-2	0	-3	0.2
O=C(NCC1CCCO1)NC12CC3CC(CC(C3)C1)C2 (stereo not drawn)	4	-7	9	15	-2	-6	4	-4	0.2
Cc1ccc(/C=C2\SC(=S)N(CCC(=O)N3CCCCC3)C2=O)cc1	-3	-8	3	2	0	-7	-10	-3	0.3
c1ccc(-c2nnc(-c3ccccc3)nn2)cc1	0	-3	-7	-9	14	0	-9	-2	0.1
COc1cc2c(cc1OC)CN(C1CCC(C)CC1)CC2 (stereo not drawn)	0	-8	-15	-12	15	-16	-10	-9	0.7
COc1cc2ncnc(NCc3cccc(F)c3F)c2cc1OC	4	-14	-3	-7	-8	-9	-9	-3	3.5
O=C1NNC(c2ccccc2)=N/C1=C\c1ccc(Cl)cc1	1	0	5	0	-2	-10	3	1	0.8
CCCCn1c(=O)[nH]c(=O)c2c1nc(-c1ccccc1F)n2Cc1ccccc1OC	6	-24	-5	-10	14	-6	-14	-5	0.2
Clc1ccc(N=C2SCC3CCCCN23)cc1 (stereo not drawn)	-3	-12	-14	-3	17	-8	-14	-9	0.5

Part of the list above, as labelled records.
> CCOC(=O)CSC1=C(C#N)C(c2sccc2C)C(C(C)=O)=C(C)N1 (stereo not drawn)
  TAAR1 ag = -2	CHO parental Ca = -9	TAAR1 antag = 17	CHRM1 antagonist = -6	CHO-K1 Ca PAM = 11	OXTR potentiator = -4	CHO-K1 Ca antag = -6	M1 ag = -10	M1 ag parental = 4.6

> c1ccc(-c2nnc(-c3ccccc3)nn2)cc1
  TAAR1 ag = 0	CHO parental Ca = -3	TAAR1 antag = -7	CHRM1 antagonist = -9	CHO-K1 Ca PAM = 14	OXTR potentiator = 0	CHO-K1 Ca antag = -9	M1 ag = -2	M1 ag parental = 0.1

Other records follow.
SMILES	TAAR1 ag	CHO parental Ca	TAAR1 antag	CHRM1 antagonist	CHO-K1 Ca PAM	OXTR potentiator	CHO-K1 Ca antag	M1 ag	M1 ag parental
COc1ccccc1N1CCN(C(=O)c2cccc(S(=O)(=O)NCc3cccnc3)c2)CC1	0	-10	9	3	-10	-4	-6	-2	2.8
CCO[C@@H]1OC(C(=O)NCc2nc3ccccc3[nH]2)=C[C@H](C)[C@H]1CCCO	7	-11	-5	6	-9	-11	-1	-2	-0.3
CC#CC#Cc1cccc(=O)o1	0	5	-4	-6	-22	-8	12	-3	-0.3
O=C(Nc1ccccc1C(=O)Nc1ccccn1)c1cccc([N+](=O)[O-])c1	2	-8	-7	-14	-7	-3	22	2	1.1
COc1ccc(-n2sc3ccc(F)cc3c2=O)cc1	50*	65*	45	-2	9	-5	-8	8	7.2
O=C(/C=C/c1ccc2c(c1)OCO2)Nc1nc(-c2ccccc2)cs1	5	-2	48	-6	7	-9	-10	-4	0.9
CCOC(=O)N1CCN(C(=O)c2ccc(Cn3c(=S)[nH]c4ccc(Br)cc4c3=O)cc2)CC1	-1	-12	-48	-1	-2	-1	-6	-1	-0.3
O=C1C=CC(=O)C(CNc2ccc(C(=O)OCc3ccccc3)cc2)=C1	10	nt	32	-8	2	nt	10	3	9.8
CCCc1ccc(OCc2ccc(C(=O)NCc3cccnc3)o2)c(OC)c1	4	-17	-2	-1	10	-6	-10	-16	3.0
O=C(c1ccc(Cn2c(=S)[nH]c3ccccc3c2=O)cc1)N1CCN(c2ccccn2)CC1	9	9	57*	15	2	-14	-1	-3	11
COc1ccc(-n2c(-c3ccc(Br)cc3)n[nH]c2=S)cc1	-2	-12	-25	-1	9	-13	-7	-3	0.5
CSc1cc(/C=N/O)c(SC)s1	-1	-2	-31	7	-2	-6	8	-5	0.0
Cc1ccc(CN2CCSc3ccc(C(=O)N4CCN(c5ncccn5)CC4)cc32)cc1	nt	-16	nt	-2	20	-5	-3	-5	0.7
COC(=O)c1ccc(NC(=O)CN(C)Cc2cccc(F)c2)cc1	1	-9	9	-6	-7	-5	-16	-4	1.0
CN(C)c1ccnc(-n2cccc2/C=N/OCc2ccccc2)c1C#N	11	-23	3	-20	18	-12	-7	-6	1.0
COc1ccc(N(CC(=O)NC2CCCCC2)C(=O)CCCC(=O)Nc2ccccn2)cc1	2	-10	-6	-8	5	-3	-13	-3	1.1
CCOC(=O)c1c(NC(=O)CSc2nnc(CNc3ccc(C)cc3C)o2)sc(C)c1C	6	-22	3	6	1	-6	7	-3	1.2
CCN(CC)c1ccc(-c2nn3c(-c4cccnc4)nnc3s2)cc1	8	nt	2	1	10	nt	-1	-4	2.1
O=C(Nc1ccc(Cl)cc1)c1ccc(S(=O)(=O)N2CCOCC2)cc1	1	1	11	-4	-4	-12	-11	-2	6.6
O=C(CCc1nnc(-c2ccc3c(c2)OCO3)o1)NC(c1ccccn1)C(F)(F)F (stereo not drawn)	3	-20	2	4	-8	-10	5	-2	-0.2

Screening results (PubChem)
